TNAP inh no acc = blocks human TNAP activity with no phosphate acceptor present; P05186; purified TNAP, CDP-star luminescence, 30 min; inhibition, % at 20 µM; 200,000 compounds, 0.26% hits; AID 1012;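 active means tissue-nonspecific alkaline phosphatase inhibition above about 50% at 20 µM in the single-dose screen, limit read from the data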;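 further: 0% = DMSO negative control and 100% = EDTA positive control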
Target sequence (P05186 whole entry, looked up): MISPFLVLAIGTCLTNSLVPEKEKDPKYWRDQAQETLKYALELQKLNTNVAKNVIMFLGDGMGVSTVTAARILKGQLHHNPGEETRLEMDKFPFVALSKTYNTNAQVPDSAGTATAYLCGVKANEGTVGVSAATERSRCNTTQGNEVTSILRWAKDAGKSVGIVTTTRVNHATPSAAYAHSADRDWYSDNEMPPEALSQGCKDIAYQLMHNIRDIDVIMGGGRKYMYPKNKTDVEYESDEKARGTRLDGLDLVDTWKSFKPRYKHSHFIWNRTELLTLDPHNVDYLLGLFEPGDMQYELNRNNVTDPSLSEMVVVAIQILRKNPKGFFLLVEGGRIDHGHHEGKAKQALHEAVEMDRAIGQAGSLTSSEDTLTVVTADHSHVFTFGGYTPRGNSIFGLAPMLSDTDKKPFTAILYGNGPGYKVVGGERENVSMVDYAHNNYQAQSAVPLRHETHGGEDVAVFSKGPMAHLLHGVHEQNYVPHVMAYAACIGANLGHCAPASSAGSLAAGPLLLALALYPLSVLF
FLuc act counter = affects firefly luciferase, flagging false hits in luciferase stimulation screens. P08659. ATPlite luciferase biochemical, luminescence, 10 min; 0 = ATP-free wells, 1 = DMSO control. activation factor at 10 µM. 200,000 tested, under 10 active. AID 1027;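 active means luciferase activation factor, scaled between plate controls, of at least 2 with compound at 10 µM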
Target sequence (P08659 whole entry, looked up): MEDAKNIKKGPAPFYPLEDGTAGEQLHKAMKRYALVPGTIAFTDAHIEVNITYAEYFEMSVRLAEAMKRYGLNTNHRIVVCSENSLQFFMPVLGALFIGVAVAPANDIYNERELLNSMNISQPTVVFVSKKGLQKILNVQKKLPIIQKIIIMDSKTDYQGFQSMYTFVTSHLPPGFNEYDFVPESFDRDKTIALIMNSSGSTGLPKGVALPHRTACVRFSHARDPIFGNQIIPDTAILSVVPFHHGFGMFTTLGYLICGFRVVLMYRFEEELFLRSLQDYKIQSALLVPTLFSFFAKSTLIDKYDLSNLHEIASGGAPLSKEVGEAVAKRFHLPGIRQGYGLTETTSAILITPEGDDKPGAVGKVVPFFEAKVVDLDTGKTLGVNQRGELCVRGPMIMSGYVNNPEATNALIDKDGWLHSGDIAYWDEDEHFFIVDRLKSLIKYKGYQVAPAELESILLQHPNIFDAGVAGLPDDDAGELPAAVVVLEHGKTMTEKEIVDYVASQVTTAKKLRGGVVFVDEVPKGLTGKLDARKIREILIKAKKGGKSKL
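Material: Luciferase/luciferin reagent mix; Doses: test compounds dosed from 2 mM stocks in 100% DMSO; Schedule: 10 min incubation after luciferase reagent addition, room temperature; Measured by: luminescence from luciferase reaction; Read-out: luminescence gain marking luciferase activators.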
APP 5UTR inh = APP translation inhibition; SH-SY5Y APP 5'UTR-luciferase reporter, luminescence; inhibition, % at 2 µM; 190,000 compounds, 0.82% hits; AID 1285;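 active means inhibition above a set limit, derived from the sample mean plus 3 SD, cut at about 45% in these data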; further: values of inactives mirror those of a sister screen read the other way
bIAP activator = increases bovine intestinal alkaline phosphatase activity | AID 1016 | activation factor at 20 µM | purified bovine IAP, CDP-star luminescence, 30 min; stronger effect = higher value; fold of DMSO-control signal, blank-subtracted | 200,000 compounds, 0.17% hits;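 active means activation factor of 2 or more at 20 µM, a signal rise over negative controls twice the positive control's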
TNAP act hiacc = TNAP (human) activation, high acceptor | P05186 | purified TNAP, CDP-star luminescence, 1 M DEA, 30 min; stronger effect = higher value; 0 = EDTA background, 1 = DMSO-only activity | activation factor at 20 µM | 200,000 tested, under 10 active;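 active means activation factor at least 2 at 20 µM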
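system = human TNAP | amount = enzyme diluted 1/800 final | reagent = 100 µM CDP-star substrate | signal = luminescent substrate turnover signal | dosing = one dose, 20 µM | benchmarks = EDTA negative control, DMSO positive control | measure = activation factor | timing = 30 min reaction, room temperature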
FLuc inhib CS = inhibits firefly luciferase, flagging false hits in luciferase inhibition screens | 200,000 compounds, 1.5% hits | inhibition, % at 10 µM | P08659 | AID 1006 | ATPLite firefly luciferase biochemical luminescence, 10 min;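 active means inhibition above about 50% when tested at 10 µM, limit read from the data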
Lmaj promast = inhibitors of Leishmania major promastigote growth. Leishmania major promastigotes, resazurin fluorescence viability. inhibition, % at 10 µM. 200,000 compounds, 9% hits; in the data active means inhibition above about 50%;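 further: promastigotes grown with compound for 44 hours at 28 °C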
bIAP inh = intestinal alkaline phosphatase (bovine) inhibition; 190,000 tested, under 10 active; purified bovine IAP, CDP-star luminescence, 30 min; inhibition, % at 20 µM;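 active means over 50% inhibition of intestinal alkaline phosphatase at 20 µM in the single-dose screen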
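Assay system: bovine IAP enzyme; medium: DEA buffer 100 mM, pH 9.8, with MgCl2 1.0 mM, ZnCl2 0.02 mM; doses: 20 µM single dose; incubation: enzyme reaction for 30 min at room temperature; detection: CDP-star luminescence signal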
TNAP inh hi DEA = TNAP (human) inhibition, high acceptor. inhibition, % at 20 µM. AID 1135. purified TNAP, CDP-star luminescence, 1 M DEA. 200,000 compounds, 0.03% hits. P05186;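 active means over 50% inhibition of tissue-nonspecific alkaline phosphatase at 20 µM in the single-dose screen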;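 further: plate controls were DMSO wells for no effect and EDTA-quenched wells as full inhibition for full effect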
RAM inhibit = yeast RAM network inhibition; inhibition, % at 50 µM; 190,000 compounds, 1.8% hits; S. cerevisiae dse1pr::URA3 reporter, 5-FOA growth OD615, 2 d; analog-sensitive cbk1-as2 kinase mutant strain;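 active means inhibition above a set limit, 3 SD over mean compound inhibition, cut at about 8.4% in these data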;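 further: 0% = DMSO-only wells with no growth and 100% = 10 µM 1-NA-PP1 full growth; inhibition rescues growth on 5-FOA so higher OD means more RAM inhibition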
* = called active by the depositor; x = no result given. This is a random part of the collection; 13% or so of the library scored in one or more.

SMILES	TNAP inh no acc	FLuc act counter	APP 5UTR inh	bIAP activator	TNAP act hiacc	FLuc inhib CS	Lmaj promast	bIAP inh	TNAP inh hi DEA	RAM inhibit
CC(=O)Nc1ccc(S(=O)(=O)N2CCN(C(C)CCc3ccccc3)CC2)cc1 (stereo not given)	-10	1.1	12	0.9	1.1	-5	86*	10	-6	-0.1
Cc1nc(NC(=O)c2ccccc2)sc1-c1csc(Nc2cccc(F)c2)n1	-6	1	-31	0.9	1	-2	30	8	-3	3.4
CCc1ccc(C(C(=O)NCc2ccc(OC)cc2)N(CCOC)C(=O)Cc2cccs2)cc1 (stereo not given)	-17	1.1	-8	1.2	1.1	-10	15	-19	-6	6.4
COc1ccccc1NS(=O)(=O)c1ccc(/C=C/C(=O)O)cc1	-15	1.1	4	0.8	1.1	-6	-2	16	-6	1.7
O=C(Cn1c(=O)[nH]n(-c2ccccc2)c1=O)N1CCCc2ccccc21	-8	1	2	1	1	-3	-2	-3	0	1.5
CC1CN(C(=O)c2cccc(COc3ccc(Br)cc3)c2)CC(C)O1 (stereo not given)	-16	0.7	-72	0.9	1	31	0	5	1	-0.9
CC(O)c1cc2c(cc1NC(=O)c1cnn3c1NC(c1ccco1)CC3C(F)(F)F)OCO2 (stereo not given)	-10	1.1	-8	0.9	1.1	-8	-3	8	-5	3.2
CN(CC1CCCO1)S(=O)(=O)c1ccc(C(=O)Nc2nc(-c3ccccn3)cs2)cc1 (stereo not given)	-17	1.1	74*	1.1	1	-5	100*	-8	-3	-0.3
COC(=O)C1=C(C)N(Cc2ccc3c(c2)OCO3)C(=O)C1	-6	1.1	-1	1	1.1	-6	-2	1	-7	2.3
CCOc1ccc(CC(=O)Nc2nccs2)cc1	-6	1.1	-16	1	1.1	-7	-5	0	-5	2.0
NC1=NC2(CCN(Cc3ccccc3)CC2)n2c(nc3ccccc32)N1	-43	1	-10	3.5*	1.1	-5	5	-255	-8	0.5
CC(C)(C)SCCNC(=O)/C=C/c1ccc(F)cc1	-22	0.9	-10	1	1	6	19	-1	-1	-1.8
COC(=O)c1sccc1-n1cccc1C(=O)C(=O)N1CCCCC1	-5	1	x	0.9	1	2	-3	12	-2	0.0
O=C(O)[C@@H](O)c1ccccc1	-3	1	3	0.9	1	0	x	12	0	x
COc1ccc(-c2ccc(C(c3c(C)[nH][nH]c3=O)c3c(C)[nH][nH]c3=O)o2)c([N+](=O)[O-])c1	-28	1	-22	1.1	0.9	4	61*	-7	14	-0.4
COCCNC(=O)/C=C/c1c(Cl)cccc1Cl	-12	1	-1	0.9	1.1	-4	-8	7	-6	0.9
COc1ccc(CCCc2nnc(SCC(=O)Nc3ccc(OC)cc3)o2)cc1	-5	1	4	1	1	-5	0	3	-3	0.6
COc1cc(/C=C2\SC(=Nc3ccc(O)cc3)NC2=O)cc(OC)c1O	25	1	7	0.7	0.7	-2	-1	27	28	0.4
CC1=NN(C(=O)c2ccc(Cn3nc(C)c(Br)c3C)cc2)C(O)(C(F)(F)F)C1 (stereo not given)	-14	1.1	10	0.9	1.1	-6	-5	8	-7	1.2
O=C(NCC(c1cccnc1)N1CCOCC1)c1ccco1 (stereo not given)	-6	1.1	27	0.9	1	-9	0	5	-4	0.0

Quoted at random: 5 compounds from above.
SMILES	TNAP inh no acc	FLuc act counter	APP 5UTR inh	bIAP activator	TNAP act hiacc	FLuc inhib CS	Lmaj promast	bIAP inh	TNAP inh hi DEA	RAM inhibit
O=C(O)[C@@H](O)c1ccccc1	-3	1	3	0.9	1	0	x	12	0	x
CCOc1ccc(CC(=O)Nc2nccs2)cc1	-6	1.1	-16	1	1.1	-7	-5	0	-5	2.0
COc1ccccc1NS(=O)(=O)c1ccc(/C=C/C(=O)O)cc1	-15	1.1	4	0.8	1.1	-6	-2	16	-6	1.7
Cc1nc(NC(=O)c2ccccc2)sc1-c1csc(Nc2cccc(F)c2)n1	-6	1	-31	0.9	1	-2	30	8	-3	3.4
CC(C)(C)SCCNC(=O)/C=C/c1ccc(F)cc1	-22	0.9	-10	1	1	6	19	-1	-1	-1.8

Next entries follow.
SMILES	TNAP inh no acc	FLuc act counter	APP 5UTR inh	bIAP activator	TNAP act hiacc	FLuc inhib CS	Lmaj promast	bIAP inh	TNAP inh hi DEA	RAM inhibit
COc1cccc(/C=N/NC(=O)CCCC(=O)Nc2ccc(Br)cc2)c1	-15	1	8	0.9	1	-4	6	8	-2	1.3
CCn1c(C(C)NC(=O)c2ccc(C)cc2)n[nH]c1=S (stereo not given)	4	1	-9	1	1	0	-6	4	0	0.9
OCCNCc1cc(Br)ccc1OCc1ccc(Cl)cc1	-10	1	6	1	1	-4	93*	3	-2	-0.5
CCOC(=O)N1CCC(NC(=O)C2=C(C)C(=O)OC23CCC(C)CC3)CC1 (stereo not given)	-1	1.1	-11	1	1	-5	-2	4	2	1.1
CCCn1c(SCC(=O)Nc2sc(C)c(C)c2C(=O)OCC)nc2c1c(=O)n(C)c(=O)n2C	2	1.1	-8	1	1.1	-12	7	-5	-7	2.2
CCC(=O)Nc1ccc(C(=O)Nc2ccc(OC)cc2[N+](=O)[O-])cc1	4	1	10	1	0.9	-2	-9	1	7	1.9
CN1CCCc2cc(C#N)c(=O)[nH]c21	-9	1.1	-2	1	1	-6	-4	0	2	0.1
CNc1ccccc1C(C)(C)c1ccn[nH]1	-3	1	15	1	1	-2	6	-4	-1	-0.5
CC(=O)Nc1ccc(NC(=O)C/C(C)=N/NC(=O)C(=O)N2CCCC2)cc1	-18	1	-10	1	1	-4	-3	4	-2	-0.4
O=C(N/N=C/c1sc2ccccc2c1O)c1cccc2ccccc12	1	0.9	48*	0.9	0.9	10	86*	10	8	2.7
C=C(C)c1cccc(C(C)(C)NC(=O)N2CCC(C(N)=O)CC2)c1	-12	1	-10	1	1	-1	-4	-1	-1	0.0
CC(C)(c1ccccc1)c1ccc(OCCCNCCO)cc1	2	1.1	-6	1	1.1	-9	100*	-1	-8	-0.2
Cc1cccc(NS(=O)(=O)c2ccc(C)c(C(=O)OCC(=O)Nc3cc(C)on3)c2)c1	-7	1	8	0.9	1	4	14	15	-2	7.0
NC(=S)NN=C(Cc1ccccc1)Cc1ccccc1	-94	1	-7	0.8	1	0	44	21	-3	0.2
COc1ccc(Cn2c(O)cc(=O)[nH]c2=O)cc1	-4	1	-18	1.1	1	-4	-5	-6	4	0.9
C=CCn1c(SCc2c(C)noc2C)nc2ccccc2c1=O	-10	1	94*	1	1	-2	8	1	0	0.7
COc1ccc(/C=N/NC(=O)C(C)N(c2ccc(OC)cc2)S(C)(=O)=O)cc1 (stereo not given)	-15	1.1	-14	1	1.1	-5	5	-3	-6	0.8
CC1=C(C(=O)OC2CCCCC2)C(c2cccnc2)n2nnnc2N1 (stereo not given)	-9	0.9	-4	0.9	1.1	9	14	11	-7	0.9
CCOC(=O)c1cc(-c2ccccc2)sc1NC(=O)COC	-1	0.9	-13	1	1	5	-4	-5	-2	5.3
CN1CCN(C2=Cc3ccccc3Sc3cc(F)c(F)cc32)CC1	-2	1	-4	1	1	-4	101*	1	4	1.7
COc1ccc(OC)c(NC(=O)CNC(=O)Cn2ccc3ccccc3c2=O)c1	-19	1.1	2	0.9	1.1	-8	-7	10	-8	0.4
COc1ccc(CC(=O)Nc2cccc(SC)c2)cc1	-8	1	12	0.9	1.1	0	0	5	-5	0.0
CCn1cnc2c1c(=O)n(Cc1csc(-c3ccccc3)n1)c(=O)n2Cc1ccccc1	-16	1	8	1	1.1	-4	18	2	-8	4.5
Cc1nnn(C23CC4CC(CC(CC(=O)Nc5ccc(C)c(Cl)c5)(C4)C2)C3)n1	-32	1.1	5	0.9	1.1	-8	95*	5	-6	2.9
CCc1cccc(CC)c1NC(=S)NCc1ccc2c(c1)OCO2	-7	1.1	-5	1	1	-10	60*	1	-3	-0.1
CC(=O)c1ccc(OC(C)C)c(CC(C(N)=O)C(N)=O)c1	-8	1	46*	1.1	1.1	-4	-3	-8	-5	0.4
Cc1nnc(SCC(=O)c2ccc(S(=O)(=O)N3CCOCC3)cc2)n1-c1ccccc1	-3	1	-12	1	1	-2	-9	4	2	0.9
CCCCS(=O)(=O)c1sc2nc3c(cc2c1N)CCCC3	-12	1	-9	0.9	1	3	4	8	-5	5.4
N=C1S/C(=C\c2ccc(O)cc2)C(=O)N1c1ccc(F)cc1	-1	1	-26	0.9	0.9	0	24	13	6	2.6
CCCCOC(=O)Cn1cnc2ccc(Br)cc2c1=O	2	1.1	-7	0.9	1	-7	-6	8	0	-0.5
CC(C)(C)NC(=O)C1CCN(C(=O)c2ccc(Br)cc2)CC1	-11	1.1	3	0.9	1	-6	2	6	-3	0.9
C#CC1CN(Cc2ccccc2)CC(C#C)N1C (stereo not given)	-9	1	-12	1	1	-2	-4	-4	-1	-0.1
O=C(OC1CCOC1=O)c1cc(-c2cccc(Br)c2)nc2ccccc12 (stereo not given)	-10	1	-1	0.9	1	0	0	10	-4	1.9
CCS(=O)(=O)Nc1cccc(C(=O)CC2(O)C(=O)Nc3ccccc32)c1 (stereo not given)	-6	1.1	-2	1	1	-5	-8	3	-3	0.1
Oc1ccccc1C1OCC2(CO1)COC(c1ccccc1O)OC2 (stereo not given)	-9	1.1	6	0.3	1	-8	39	x	-1	1.2
CSCC[C@H](NC(=O)OC(C)(C)C)c1nnc(SCC(=O)Nc2c(C)cccc2C)o1	-13	1.1	-8	1	1	-6	-3	1	-5	0.0
O=S(=O)(c1cc(Cl)ccc1Cl)N1CCCC1	-10	1	21	0.9	1.1	-3	3	8	-8	0.9
COc1ccc(N2Nc3n[nH]c(N)c3N2)cc1	-18	0.8	-18	1	0.9	16	-2	-2	8	2.6
COc1ccc(N/C(N)=N/c2nc(CSc3nnc(C)s3)cc(=O)[nH]2)cc1	-19	1.1	16	1.1	1.1	-8	-1	-7	-6	2.3
CCCC(=O)O[C@@H]1C[C@@H](C)N(C(=O)c2ccccc2)c2ccc(C)cc21	-13	1.1	-8	1	1.1	-6	11	2	-10	1.4
CNC(=O)CC12CC3CC(CC(C3)C1)C2	-20	1	-4	0.9	1	5	-2	8	-3	-0.6
CCOC(=O)C1=C(N)OC2=C(C(=O)CCC2)C1c1ccccc1OCC (stereo not given)	-10	1	-23	1	1.1	-1	-3	-4	-6	1.2
COc1ccc(NC(=O)NNC(=O)c2ccccc2-n2cccc2)cc1OC	-25	1	-7	1.4	1	-2	-4	-36	-3	0.8
CCOC(=O)/C(C#N)=C1\C=CN(C)C(C)=N1	-10	1.1	-2	0.8	1.1	-9	-2	15	-6	0.0
O=C(CCS(=O)(=O)c1cccc2nsnc12)NCc1ccccc1Cl	-2	1.1	3	1	1	-7	28	2	-2	0.7
CCOc1ccc(NC(=O)CN(C)CC(=O)Nc2cc(Cl)ccc2C#N)cc1OCC	-20	1.1	-9	1.2	1	-5	86*	-23	-1	0.3
